aSyn yeast rescue – rescues yeast growth from alpha-synuclein toxicity. S. cerevisiae alpha-synuclein toxicity rescue, BacTiter-Glo growth, 24 h. Potency, µM (highest dose often 46.1 µM), without a hit: at the highest dose growth rescue (activation), most hits filed as activators. 94,000 compounds, 0.02% hits; active = well fitted activation curve with a large enough effect; inconclusive = small, poorly fitted or top-dose-only effect; note: 0% is about no effect
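Growth restoration measured by BacTiter-Glo luminescence after 24 hr at 30 deg C; alpha-synuclein yeast, raffinose-pregrown to mid-log, were added at OD600=0.02 in galactose medium onto pinned compounds.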
* hit, by the source's call; ? = inconclusive. Potency is the fitted concentration of half-maximal effect.

No.	SMILES	aSyn yeast rescue
1	CCOC(=O)CSc1nc2cc3c(cc2c(=O)n1CCCCCC(=O)NCc1ccc(OC)cc1)OCO3	1%
2	COc1ccc(C2=NS(=O)(=O)N(C)C(C(=O)N3CCN(C)CC3)=C2)cc1	-2%
3	Cc1ccc(NC(=O)CCCC(=O)OC(C)C(=O)c2ccccc2)cc1 (stereo unspecified)	3%
4	Cc1ccc(Cl)cc1-n1c(=O)cc(N2CCN(c3ccccc3)CC2)[nH]c1=O	-4%
5	COc1ccc(C(=O)OCC(=O)N2CCC(C)CC2)cc1S(=O)(=O)N1CCOCC1	2%
6	Cc1ccc(CNC(=O)c2cccc(Nc3nc4ccccc4n4nnnc34)c2)cc1	1%
7	CCCc1cc(C(=O)Nc2ccc(C)cc2)no1	1%
8	O=C(CSc1ncc(-c2ccccc2)[nH]1)Nc1ccc(F)cc1F	1%
9	c1ccc(NN(Cc2ccccn2)c2ccccc2)cc1	9%
10	Cn1c(=O)c2cc(C(=O)NC3CCCCCC3)sc2c2ccccc21	-5%
11	CCOc1ccc(/C=C/C(=O)OCC(=O)NCCc2ccc(OCC)c(OCC)c2)cc1OC	14%
12	Cc1ccccc1NC(=O)c1ccc2c(c1)c(C)c(C)n2Cc1ccccc1	-8%
13	CCn1cc(C(=O)NCCc2ccc(Cl)cc2)c(=O)c2cc(S(=O)(=O)N3CCOCC3)ccc21	-2%
14	CC(=O)N1c2ccccc2C(=O)C1N1CCN(c2cccc(C)c2C)CC1 (stereo unspecified)	-6%
15	CC1Cc2cc(S(=O)(=O)NCc3ccccc3)ccc2N1C(=O)C1CCC1 (stereo unspecified)	0%
16	O=C(Cn1nc(-c2ccc(Cl)cc2)ccc1=O)NCc1ccccc1Cl	9%
17	CN(C(=O)c1ccc2c(c1)N(Cc1cccc(Cl)c1)C(=O)c1ccccc1S2(=O)=O)C1CCCCC1	-4%
18	Fc1ccccc1CNCCC(Cc1ccccc1)c1ccc2c(c1)OCO2 (stereo unspecified)	7%
19	COc1ccccc1NC(=O)C(C)N(C)Cc1ccc(Cl)s1 (stereo unspecified)	-1%
20	O=C(O)Cn1c(=S)sc2ccccc21	-4%
21	Cn1c2ccccc2c(=O)c2ccc(Cl)cc21	?
22	CCOc1ccc(C(=O)Nc2cccc(NC(=O)c3ccc(C(C)(C)C)cc3)c2)cc1Br	4%
23	Cc1cccc(CNC(=O)Cn2ccc3cc(S(=O)(=O)N4CCCCCC4)ccc32)c1	-4%
24	CCOC(=O)c1cccc(NC(=O)Cn2ncc3c(=O)oc4ccccc4c32)c1	-2%
25	Cc1ccc(S(=O)(=O)N2CCCCC2)cc1NC(=O)CN1C(=O)CN(C)C1=O	7%
26	CCOc1ccc(NC(=O)CSC2=Nc3ccccc3C3=NC(CC(=O)NCc4ccc5c(c4)OCO5)C(=O)N23)cc1 (stereo unspecified)	-5%
27	COc1ccc(C(=O)CC2(O)C(=O)N(CCc3ccccc3)c3ccc(Br)cc32)cc1OC (stereo unspecified)	?
28	COc1ccc(-c2cn3c(C)c(C(=O)N4CCCc5ccccc54)sc3n2)cc1	2%
29	COC(=O)c1cnn(-c2ccc(C(=O)Nc3cccc(C(C)=O)c3)cc2)c1N	-4%
30	COc1cccc(NC(=O)N2CCN(c3nc(-c4cccc(OC)c4)cs3)CC2)c1	-15%

Results in sequence from the entries so far.
Entries 20–30 in aSyn yeast rescue: -4%, ?, 4%, -4%, -2%, 7%, -5%, ?, 2%, -4%, -15%

More entries
No.	SMILES	aSyn yeast rescue
31	Oc1ccc(N=Nc2ccc3c(c2)OCCO3)c2ncccc12	?
32	CC(C)[C@H](NC(=O)N1CCn2c1nc1ccccc12)C(=O)N[C@@H](C(=O)O)c1ccccc1	-5%
33	COCCN1C(=O)c2oc3ccc(C)cc3c(=O)c2C1c1ccc(C(=O)OC)cc1 (stereo unspecified)	-1%
34	CCOc1ccc(N(CC)C(=O)CCc2nc(-c3ccccc3F)no2)cc1	0%
35	COc1ccc(Nc2c(-c3ccco3)nc3cccc(C)n23)cc1	-9%
36	CCN(CC)CCCn1c2c(c(SCC(=O)Nc3nc4ccccc4s3)nc1=O)CCC2	-2%
37	Cc1ccc(C(=O)NCCCNC(=O)c2ccc(C)nc2)cc1	6%
38	C=CCN(c1ccccc1)S(=O)(=O)c1cccc(C(=O)NCC(c2ccc(OC)cc2)N2CCCCC2)c1 (stereo unspecified)	0%
39	Cc1cccc(N2CCN(S(=O)(=O)c3ccc4oc(=O)c5ncn(C)c5c4c3)CC2)c1C	-6%
40	COc1ccc(N2CCN(CCCNC(=O)Nc3ccccc3Cl)CC2)cc1	-3%
41	O=C(COC(=O)c1ncc(Cl)c(Cl)c1Cl)NC1CCCCCC1	0%
42	O=C(Cn1cccc1C(=O)c1ccccc1)NCc1ccc(F)cc1	-2%
43	O=C(Nc1ccc(S(=O)(=O)N2CCOCC2)cc1)c1ccc([N+](=O)[O-])s1	8%
44	CC(=O)Nc1cc2c(cc1NC(=O)Cn1nnc(-c3ccc(C)o3)n1)OCCO2	-6%
45	COc1cc(C(=O)n2nc(C)c(Sc3ccc(Cl)cc3)c2C)cc(OC)c1OC	-19%
46	O=c1[nH]c2ccc(NCc3ccc(-c4ccc(Cl)cc4)o3)cc2[nH]1	-2%
47	Cc1ccc2oc(=O)c3cnn(CC(=O)NCCCOC(C)C)c3c2c1	-6%
48	Cc1cc2c(cc1S(=O)(=O)N1CC(C)CC(C)C1)OCC(=O)N2 (stereo unspecified)	2%
49	Cc1ccc(OCC(=O)N/N=C\c2cccn2C)c([N+](=O)[O-])c1	-4%
50	CCOC(=O)c1cc2c(=O)n3ccccc3nc2n(Cc2ccco2)c1=NC(=O)c1ccc(OCC)cc1	1%
51	Cc1ccc(CCNC(=O)CCCn2c(=O)c3ccccc3n(CC(=O)Nc3cc(Cl)ccc3C)c2=O)cc1	-4%
52	Cc1sc2ncn(CC(=O)N3CCN(c4ccccn4)CC3)c(=O)c2c1S(=O)(=O)N1CCCCC1	8%
53	CCc1c(C)sc(NC(=O)c2cc(-c3ccc(OC)cc3)on2)c1C#N	2%
54	C/C(=N\NC(=O)c1cccc(N/N=C(\C)c2ccccc2)c1)c1ccccc1	-8%
55	COc1ccc(OC)c(CC2C(=O)Nc3ccc(Br)cc32)c1 (stereo unspecified)	?
56	Cc1c(-c2ccccc2)nc2c(Cl)cccc2c1C(=O)OCC(=O)c1ccc(F)cc1	0%
57	Cc1ccccc1C(=O)NNC(=O)c1cccn1C	-1%
58	CCN(C(=O)Cn1c(=O)n(CCCS(=O)(=O)C2CCCCC2)c(=O)c2ccccc21)c1cccc(C)c1	4%
59	Cc1ccc(Cl)cc1N1CCN(C(=O)c2cc3c(=O)oc4ccccc4c3s2)CC1	-3%
60	COc1ccc(NC(=O)CCCCC(=O)Nc2ccc(OC)cc2OC)c(OC)c1	-1%

Part of the list above, field by field:
28: COc1ccc(-c2cn3c(C)c(C(=O)N4CCCc5ccccc54)sc3n2)cc1
  aSyn yeast rescue = 2%
16: O=C(Cn1nc(-c2ccc(Cl)cc2)ccc1=O)NCc1ccccc1Cl
  aSyn yeast rescue = 9%
46: O=c1[nH]c2ccc(NCc3ccc(-c4ccc(Cl)cc4)o3)cc2[nH]1
  aSyn yeast rescue = -2%
43: O=C(Nc1ccc(S(=O)(=O)N2CCOCC2)cc1)c1ccc([N+](=O)[O-])s1
  aSyn yeast rescue = 8%

Next section.
No.	SMILES	aSyn yeast rescue
61	Cc1ccc(C(C(=O)NC2CCCCC2)N(C)Cc2ccccc2)cc1 (stereo unspecified)	-13%
62	CSc1cccc(NC(=O)C(=O)NCc2ccccc2)c1	6%
63	CC1CCCCC1NC(=O)CSc1nnnn1C (stereo unspecified)	-2%
64	Cc1c(C(=O)NCc2ccc3c(c2)cc(C)n3C)cccc1[N+](=O)[O-]	-9%
65	Cn1c(=O)oc2cc(S(=O)(=O)NCc3ccccn3)ccc21	4%
66	O=C(O)c1ccc2c(c1)C(=O)N(c1cccc(C(=O)/C=C/c3ccccc3)c1)C2=O	10%
67	O=S(=O)(c1ccccc1)N1N=C(c2ccccc2)CC1c1ccccc1 (stereo unspecified)	-14%
68	CCc1ccc(NC(=O)CN(C(=O)N2CCN(CC)CC2)S(=O)(=O)c2ccc(C)cc2)cc1	-1%
69	O=C(COC(=O)/C=C/c1cccc(C(F)(F)F)c1)Nc1cccc(S(=O)(=O)NC2=NCCC2)c1	4%
70	COc1ccc(CCNC(=O)CN(CCc2ccccc2)S(C)(=O)=O)cc1	15%
71	COc1cc(NC(=O)c2cc(S(=O)(=O)N3CCCCC3)ccc2N2CCOCC2)cc(OC)c1	1%
72	COc1ccc(-n2nc(C(=O)NCC(=O)N3CCC(C)CC3)c3ccccc3c2=O)cc1Cl	8%
73	COc1ccc(-c2cc(C(=O)NCCc3ccccc3)c3c(-c4ccccc4)[nH]nc3n2)cc1	-5%
74	Cc1ccc(NC(=O)Cn2c(=O)oc3cc(S(=O)(=O)NCc4ccccc4)ccc32)cc1	6%
75	O=c1cc(N2CCc3ccccc3C2)[nH]c(=O)n1-c1ccccc1Cl	5%
76	Cc1ccc(-c2nc(NCc3ccc(F)cc3)n(S(C)(=O)=O)n2)cc1	21%
77	CCOc1ccc(CC(=O)NCCc2sc3nc(-c4ccc(OC)cc4)nn3c2C)cc1	5%
78	COc1ccccc1C(=O)COC(=O)c1cc(=O)[nH]c2ccccc12	-4%
79	O=C(COC(=O)CCN1C(=O)/C(=C\C=C\c2ccccc2)SC1=S)Nc1cc(F)ccc1F	5%
80	Cc1ccc(S(=O)(=O)N2CCN(C(=O)COc3ccc(C)nc3[N+](=O)[O-])CC2)c(C)c1	-3%
81	Cc1cc(NC(=O)CSc2cn(CCNC(=O)c3ccccc3)c3ccccc23)no1	8%
82	O=C(N/N=C/c1cc([N+](=O)[O-])cc(Br)c1O)C12CC3CCC(CC(C3)C1)C2	18%
83	COc1ccc(Br)cc1-c1nc2c(c(=O)[nH]c(=O)n2Cc2ccccc2)n1C	5%
84	Cc1ccc(OCC(=O)OCc2cc(=O)n3c(C)csc3n2)cc1	13%
85	CC(=O)c1sc(N)nc1C	-4%
86	CCc1ccccc1NC(=O)C(CC)Sc1ncnc2c1sc1ccccc12 (stereo unspecified)	7%
87	CC1CCCCN1C(=O)Cn1ncc2c3ccccc3n(Cc3ccccc3F)c2c1=O (stereo unspecified)	4%
88	Oc1ccccc1/C=N/Nc1nc2ccccc2o1	9%
89	O=C(CNC(=O)c1ccc(Cl)cc1)OC1CCOC1=O (stereo unspecified)	8%
90	COc1ccc(OC)c(NC(=O)CSc2nc3ccccc3c(=O)n2CCC(=O)NC2CCCCC2)c1	-10%

3 entries from above, set out differently.
63. CC1CCCCC1NC(=O)CSc1nnnn1C (stereo unspecified)
  aSyn yeast rescue = -2%
88. Oc1ccccc1/C=N/Nc1nc2ccccc2o1
  aSyn yeast rescue = 9%
64. Cc1c(C(=O)NCc2ccc3c(c2)cc(C)n3C)cccc1[N+](=O)[O-]
  aSyn yeast rescue = -9%

Further structures.
No.	SMILES	aSyn yeast rescue
91	O=C(COc1ccccc1Cl)Nc1ccc2c(c1)OCO2	-4%
92	CSc1nsc(SCC(=O)Nc2ccccc2)n1	-7%
93	Cn1cc([N+](=O)[O-])c(C(=O)Nc2ccc(-c3nc4ccccc4[nH]3)cc2)n1	-5%
94	CCN(C(=O)COC(=O)c1nn(-c2ccccc2)c(=O)c2ccccc12)C1CCS(=O)(=O)C1 (stereo unspecified)	-6%
95	CC(NC(=O)CN(C)S(=O)(=O)c1ccc2c(c1)c(=O)n(C)c(=O)n2C)c1ccccc1 (stereo unspecified)	8%
96	O=S(=O)(Nc1cccc(-c2ccc(N3CCCC3)nn2)c1)c1ccc(F)c(C(F)(F)F)c1	0%
97	Brc1cccc(-c2nnc(CN3CCN(c4ccccn4)CC3)o2)c1	3%
98	Cc1ccccc1NC(=O)COC(=O)c1c(C)nn(-c2ccccc2)c1C	2%
99	Cc1cc(C)c2c(CC(=O)Nc3ccc(F)cc3)coc2c1	3%
100	Cc1ccc(/C(O)=C2\C(=O)C(=O)N(CCCN3CCOCC3)C2c2ccccc2F)cc1 (stereo unspecified)	10%
101	CCOC(=O)Cc1csc(NC(=O)CSc2nc(=O)[nH]c3c2CCC3)n1	0%
102	COc1cccc(N2CCN(S(=O)(=O)c3ccc(-c4cnc(C5CC5)o4)cc3)CC2)c1	0%
103	COc1ccc(C(=O)NCC(c2cccnc2)N2CCN(c3ccccc3)CC2)cc1 (stereo unspecified)	18%
104	CCOc1ccc(N(Cc2ccccc2)C(=O)c2nc(SCC)ncc2Cl)cc1	-5%
105	CC(=O)c1ccc(S(=O)(=O)N2Cc3ccccc3CC2C(=O)O)cc1 (stereo unspecified)	0%
106	Cc1ccc(Cl)cc1NC(=O)C(Cc1ccccc1)NS(=O)(=O)c1cccc2nsnc12 (stereo unspecified)	5%
107	O[C@@H]1C[C@H](c2ccccc2)N(CC2CCCCC2)C[C@H]1n1cc(C2CC2)nn1	13%
108	Cc1ccc2oc3c(c(=O)c2c1)C(c1ccc(O)cc1)N(Cc1ccc2c(c1)OCO2)C3=O (stereo unspecified)	0%
109	Cc1ccc(S(=O)(=O)N2CCCC(C(=O)NCc3ccc4c(c3)OCO4)C2)cc1 (stereo unspecified)	-17%
110	COc1ccc(NC(=O)CSc2nc(-c3cccs3)cc(C(F)(F)F)n2)cc1Cl	7%
111	COc1ccc(CN(C)C(=O)C2CC(=O)N(c3ccc4c(c3)OCCO4)C2)cc1 (stereo unspecified)	9%
112	Cc1ccc(C)c(NC(=O)CCCN2C(=O)C(c3ccccc3)Oc3cccnc32)c1 (stereo unspecified)	7%
113	CCOc1ccc(C(c2c(O)cc(C)n(CCOC)c2=O)N2CCN(c3ccccc3)CC2)cc1 (stereo unspecified)	-1%

These rows are one share of the data; count on the stated rates, not on these rows.
